Gli-Sufu antag – Gli-Sufu pathway antagonism | Sufu-KO-LIGHT fibroblasts, Gli luciferase reporter luminescence | inhibition, % at 5 µM | 340,000 compounds, 0.74% hits | AID 588413;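 active = inhibition above about 55%, limit read from the data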;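 note: 0% = DMSO-treated cells and 100% = wells with medium but no cells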
APJ antag – APJ receptor antagonism; CHO-K1 APJ beta-arrestin complementation, luminescence; inhibition, % at 20 µM; 330,000 compounds, 0.32% hits; AID 2521;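 active = inhibition above about 40% at 20 µM, limit read from the data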;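 note: cells challenged with 10 nM apelin-13 agonist together with compound; plate controls were apelin-13 plus DMSO wells for no effect and DMSO wells lacking apelin-13 for full effect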
Target sequence (P35414 whole entry, looked up): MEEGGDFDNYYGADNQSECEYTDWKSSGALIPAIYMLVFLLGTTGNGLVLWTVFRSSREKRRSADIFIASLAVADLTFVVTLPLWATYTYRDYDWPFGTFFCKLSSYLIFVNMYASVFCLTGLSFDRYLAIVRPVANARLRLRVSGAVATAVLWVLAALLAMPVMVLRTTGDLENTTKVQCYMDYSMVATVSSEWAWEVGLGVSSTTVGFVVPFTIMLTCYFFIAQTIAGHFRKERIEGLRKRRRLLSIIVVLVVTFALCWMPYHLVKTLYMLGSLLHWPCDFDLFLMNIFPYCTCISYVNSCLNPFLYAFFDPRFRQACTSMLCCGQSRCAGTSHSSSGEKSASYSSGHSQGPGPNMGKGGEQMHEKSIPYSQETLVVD
CXCR6 block – blocks human CXCR6 beta-arrestin recruitment; CHO-K1 PathHunter CXCR6 beta-arrestin, luminescence; inhibition, % at 20 µM; 360,000 compounds, 0.36% hits; AID 602244; in the data active = inhibition above about 34%, passing the limit was not always enough;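 note: antagonist mode with CXCL16 agonist at 10 nM final; 0% = 10 nM CXCL16 with DMSO and 100% = unstimulated wells without agonist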
ATG4B inh – ATG4B (human) cysteine protease inhibition | Q9Y4P1 | ATG4B cleavage of LC3-PLA2, NBD-HPC fluorescence, 1 h | 340,000 compounds, 0.51% hits | inhibition, % at 8.33 µM; in the data active = inhibition above about 40%
APJ agonist – agonists of human APJ apelin receptor; P35414; CHO-K1 APJ PathHunter beta-arrestin, luminescence; 0% DMSO wells, 100% apelin; activation, % at 20 µM; 330,000 compounds, 0.11% hits;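 active = activation more than six SD over the plate average, tested at 20 µM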;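 note: 0% = DMSO alone and 100% = apelin-13 at 10 nM; some results filed as inactive read as strong as hits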
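Incubation: overnight seeding, 90 min compound at 25 °C, 1 h detection; test system: PathHunter CHO-K1 APJ (AGTRL-1) beta-arrestin reporter cells; amount: 1000 cells/well; doses: one dose, 20 µM compound, 1% DMSO; measured by: beta-gal luminescence; measure: agonist-driven arrestin binding to APJ; benchmarks: negative DMSO alone, positive Apelin-13 at 10 nM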
CCR6 antag – blocks CCL20-driven beta-arrestin recruitment at human CCR6; P51684; CHO-K1 CCR6 PathHunter beta-arrestin, luminescence, CCL20-stimulated; inhibition, % at 20 µM; 340,000 compounds, 0.49% hits;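 active = compounds whose inhibition of the agonist-driven luminescence signal at 20 µM reaches about 50%, limit read from the data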;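 note: cells stimulated with CCL20 at 14 nM final; plate controls were DMSO with CCL20 for no effect and DMSO without agonist for full effect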
UBC13 polyUb – inhibitors of human UBC13 polyubiquitin chain formation | TR-FRET | inhibition, % at 20 µM | 330,000 compounds, 0.47% hits | AID 485273; in the data active = inhibition above about 45%, passing the limit was not always enough; inconclusive = no clear call, values can overlap the other calls
Target sequence (P61088 whole entry, looked up): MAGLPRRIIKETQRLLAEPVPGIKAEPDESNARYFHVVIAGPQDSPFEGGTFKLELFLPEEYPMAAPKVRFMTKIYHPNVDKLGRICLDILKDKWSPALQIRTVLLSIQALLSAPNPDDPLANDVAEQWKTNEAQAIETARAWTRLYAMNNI
EBI2 block – blocks human EBI2 receptor beta-arrestin signaling. EBI2 beta-arrestin recruitment, luminescence, 7a,25-OHC stimulated. P32249. 360,000 compounds, 0.81% hits. inhibition, % at 5 µM; in the data active = inhibition above about 38%;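 note: enzyme fragment complementation signal reports receptor beta-arrestin coupling in cells; 0% = agonist plus DMSO wells and 100% = wells without agonist; some results beyond the cut were filed as inactive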
Target sequence (P32249 whole entry, looked up, the tested form may be a part): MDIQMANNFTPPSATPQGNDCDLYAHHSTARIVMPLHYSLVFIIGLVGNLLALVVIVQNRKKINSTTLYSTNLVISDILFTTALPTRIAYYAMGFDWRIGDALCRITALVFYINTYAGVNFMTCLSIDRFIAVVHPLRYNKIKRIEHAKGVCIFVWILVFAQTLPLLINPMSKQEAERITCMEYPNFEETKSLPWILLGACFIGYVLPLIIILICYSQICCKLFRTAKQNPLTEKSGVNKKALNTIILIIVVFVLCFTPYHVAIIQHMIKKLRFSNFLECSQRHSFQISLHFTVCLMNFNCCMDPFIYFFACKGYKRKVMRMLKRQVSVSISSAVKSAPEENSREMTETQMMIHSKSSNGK
* marks the source's active call; other numbers are inactive results; ? = inconclusive; nt = not tested or not shown.

SMILES	Gli-Sufu antag	APJ antag	CXCR6 block	ATG4B inh	APJ agonist	CCR6 antag	UBC13 polyUb	EBI2 block
CCCNc1nc(Nc2ccc(C)cc2)nc(N2CCCC2)n1	25	-10	2	3	2	-8	-2	26
c1cncc(-c2nc(N3CCOCC3)c3ccccc3n2)c1	3	11	5	0	-6	-8	1	-2
CNCCOCC(O)CSc1ccccc1 (configuration not stated)	5	-1	-5	-8	-4	-13	2	-12
CCOc1cccc(/C=N/NC(=S)NCCN2CCOCC2)c1O	81*	-15	-15	-13	-1	-12	-6	-8
Cc1cc(=O)n2cn[nH]c2n1	2	nt	-3	-8	nt	7	nt	-6
CC(=O)N1CCc2ccc(S(=O)(=O)N3CC(C)OC(C)C3)cc21 (configuration not stated)	1	15	0	9	-1	11	-10	0
CCOC(=O)c1cccc(NC(=O)CN(c2ccc(C)cc2)S(=O)(=O)c2c(C)n[nH]c2C)c1	-2	-9	1	-12	-4	-2	-4	13
Cc1ccccc1C(=O)c1cccn1CC(=O)NC(C)c1ccc2c(c1)OCCO2 (configuration not stated)	4	5	-7	-4	-2	16	-1	-2
NC(=O)c1ccccc1NC(=O)c1cc(S(=O)(=O)N2CCCCC2)ccc1N1CCOCC1	-14	-4	-1	-3	-3	2	10	5
CCCCn1c(CN2CCN(c3ccccc3)CC2)nc2c1c(=O)n(C)c(=O)n2C	39	10	5	-13	1	-7	7	1
O=C(CN1CCN(c2ccccn2)CC1)NC(=O)NC1CCCCC1	-1	-1	4	4	1	-5	-2	-3
CCc1ccc(NC(=O)NCCN2CCCCC2)cc1	-8	7	1	-6	0	13	-6	-5
O=C(Cn1cc([N+](=O)[O-])cn1)NCC1CCCO1 (configuration not stated)	-4	18	-6	-3	-2	-1	3	-3
CCn1ncc([C@@H]2C[C@H]3CN(Cc4ccccc4C)C(=O)[C@]34CCCN24)c1C	14	14	0	-6	-1	-2	-9	-3
Oc1ccc2c(c1)oc1cc(O)ccc12	10	-9	3	-9	2	4	21	-2
COc1ccccc1NC(=O)c1cc(Sc2nncn2C)nc2ccccc12	-2	-6	3	-14	-4	1	11	1
O=C(Nc1ccccc1C(F)(F)F)c1cnccn1	1	6	-6	1	2	-1	0	-7
COCCN(C(=O)c1ccc(N2CCCC2=O)cc1)c1c(N)n(CC(C)C)c(=O)[nH]c1=O	-11	19	-1	2	-2	4	-4	2
COc1cc(CN2CCC(C(=O)NC3CCCC3)CC2)cc(Br)c1O	4	2	1	2	-1	8	-8	0
O=C(O)c1ccc(S(=O)(=O)c2ccc3c(c2)C(=O)N(NC(=O)c2ccc(O)cc2)C3=O)cc1	29	19	-8	1	-3	13	0	0
COc1ccc(/C=C2\Oc3cc(OCC(N)=O)ccc3C2=O)cc1OC	0	13	-6	-12	1	5	-5	30
CC1CC(C)CN(C(=O)/C=C/c2ccc(S(=O)(=O)N3CCOCC3)cc2)C1 (configuration not stated)	-18	-9	-9	10	0	7	-2	-1
O=C(NC1CCCCCC1)c1ccc(CN2CCOCC2)cc1	9	1	-2	-6	-3	-16	4	6
CN1C(=O)/C(=C/c2ccco2)SC1=Nc1cccc(C(=O)O)c1	4	3	-2	6	-2	-1	-16	-9
COc1cc(OC)cc(-c2c(C#Cc3ccsc3)c3cc(-c4ccc(SC)cc4)ccc3n2C)c1	-18	8	0	-4	-1	12	33	-4
COc1cc([C@@H]2CC=C(C(=O)O)[C@H](c3ccc(Cl)cc3)N2S(=O)(=O)c2ccc(C)cc2)cc(OC)c1OC	39	-2	0	7	10	-7	-16	-2
COc1ccc(NC(=O)N(C)C[C@H]2Oc3c(NC(=O)Nc4ccccc4)cccc3C(=O)N([C@H](C)CO)C[C@@H]2C)cc1	4	16	-8	-10	-1	6	8	7
Cc1nnc(NC(=O)c2ccc(S(=O)(=O)N3CC(C)OC(C)C3)cc2)o1 (configuration not stated)	4	21	-1	-2	2	-7	-4	1
CCNS(=O)(=O)c1cc(-c2nnc(OC)c3ccccc23)ccc1C	2	16	12	-3	-3	2	-1	4
Cc1ccc(-n2nnnc2SCC(=O)Nc2nc(-c3ccc(F)cc3)cs2)cc1C	2	6	-6	-19	-3	-4	-8	-9
COc1ccc2cc1Oc1ccc(cc1)C[C@H]1c3c(cc(OC)c4c3Oc3c(ccc5c3[C@H](C2)N(C)CC5)O4)CCN1C	14	13	18	10	-3	30	80*	34
N/C(=N\OC(=O)C1CCCCC1)c1cccc(Br)c1	-38	-11	-6	3	8	13	10	11
Cc1[nH]n(-c2ccccc2)c(=O)c1/C=N/N1C(=O)c2cccc3cccc(c23)C1=O	-10	18	52*	-16	-5	74*	-23	2
CCCCCn1c(SCC(=O)OC)nc2c1c(=O)[nH]c(=O)n2C	nt	18	-12	-4	-2	-9	8	-1
CCc1ccc(-c2nc(C)c(CCO)c(=O)[nH]2)cc1	31	8	-2	-7	-5	6	8	3
CCOc1ccc(NC(=O)NNC(=O)c2ccc3ccccc3c2O)cc1	-1	-106	-13	-7	14	-19	49*	-14
O=C1CN(S(=O)(=O)c2ccc(F)cc2)CCN1	7	10	-7	2	1	-10	-9	-4
CCOC(=O)c1cnn(-c2ccc(F)cc2)c1N	-11	-7	-4	-8	1	-1	2	-13
O=S1(=O)CCN(OCc2ccc(Cl)cc2)CC1	6	-4	1	3	-3	4	8	7
O=C(OCC(=O)N1CCOCC1)c1cc(=O)[nH]c2ccccc12	5	-4	-2	3	-4	6	16	-2
CCCOc1ccc(C2C(=O)N(C3CCCCC3)CC(=O)N2CCC)cc1OC (configuration not stated)	15	-12	10	-7	-2	6	7	3
COc1ccc(C(C#N)=Cc2ccc(NC(C)=O)cc2)cc1	-63	nt	-2	-12	nt	8	nt	-5
C[C@]12C=CC(=O)C=C1CC[C@@H]1[C@@H]2[C@@H](O)C[C@@]2(C)[C@H]1CC[C@]2(O)C(=O)COC(=O)CCC(=O)O	16	11	-5	-5	0	-2	-5	-5
Cc1nn(Cc2ccccc2)c(Cl)c1C(=O)OC1CCOC1=O (configuration not stated)	0	-3	-12	0	-4	-9	4	-7
O=C(Cc1cccc(NC(=O)C2CCCN(C(=O)C3CCCCC3)C2)c1)Nc1ccc(C(=O)N2CCOCC2)cc1 (configuration not stated)	-5	nt	-2	-7	nt	-16	nt	-2
CC1=NN(c2ccccc2)C(=O)/C1=C\c1ccc(Br)s1	-3	10	-10	0	-1	10	-8	32
CCCN(Cc1ccccc1)C(=S)Nc1ccc(C(C)=O)cc1	-9	16	2	-11	-2	10	-8	-5
CN(C)c1ncc(S(=O)(=O)c2ccccc2)c(-c2ccc(Cl)cc2Cl)n1	22	15	13	-3	-3	12	12	15
O=c1ccc(-c2ccccc2)nn1Cc1ccc(F)cc1	-5	-4	0	-6	-4	16	5	9
CC(=O)Nc1ccc(C(=O)COC(=O)C2CC2)c(F)c1	-3	17	6	8	-5	-3	0	-2
Cc1nc2scc(-c3ccc(C(C)C)cc3)c2c(=O)n1N	7	-25	-11	2	0	10	2	16
CCC(C)Oc1ccc(/C=C/c2[nH]c(=O)[nH]c(=O)c2[N+](=O)[O-])cc1OC (configuration not stated)	-6	-14	0	-3	0	-18	-18	-8
Cc1cc(C)n(CCNC(=O)c2cc(COc3c(F)cccc3F)on2)n1	2	11	6	13	-1	-3	-9	4
CCOC(=O)c1cccc(C(=O)Oc2ccccc2)n1	-1	7	6	0	5	2	8	-12
CN(Cc1ccco1)c1ncnc2ccc(-c3ccoc3)cc12	-18	10	6	0	-3	-1	-6	-4
COc1ccc(S(=O)(=O)N2CCN(C(=O)NC3CCCCC3)CC2)cc1	-5	-15	2	1	0	14	1	-7
CCOC(=O)c1sc2nc(C)nc(N3CCN(c4ncccn4)CC3)c2c1C	9	11	12	-8	-1	-2	21	20
C=CCNC(=O)c1oc2ccc(S(=O)(=O)N3CCC4(CC3)OCCO4)cc2c1C	-1	-41	-5	0	-3	0	2	-4
CCOc1ccc(CNC(=O)c2ccco2)cc1	-16	-7	-1	-4	-1	-2	-2	-4
Brc1ccc(C2Nc3cccc4cccc(c34)N2)o1	24	-8	-7	8	6	2	-37	-6
Later entries
SMILES	Gli-Sufu antag	APJ antag	CXCR6 block	ATG4B inh	APJ agonist	CCR6 antag	UBC13 polyUb	EBI2 block
O=C(NCc1cc(C(F)(F)F)cc(C(F)(F)F)c1)C1CC(c2ccccc2[N+](=O)[O-])=NO1 (configuration not stated)	12	7	-6	17	2	2	9	1
C[C@@H]1CN(Cc2cn(C)nc2-c2cccc(Cl)c2)C[C@H](C)O1	-5	14	3	-11	-5	-1	9	5
CC(=O)Nc1ccc(SCC(=O)OCC(=O)NC(=O)NC2CCCC2)cc1	-2	14	-5	5	-3	5	0	-13
Cc1ccc(Sc2ccc(NC(=O)c3ccc(S(C)(=O)=O)cc3Cl)cc2)cc1	12	-15	1	-3	0	-2	?	7
O=C(NCCC1=CCCCC1)c1cnccn1	-45	-7	1	-6	-2	9	-8	0
O=C(CC1SC(=Nc2ccccc2)N(CCc2ccccn2)C1=O)Nc1ccc(F)cc1 (configuration not stated)	6	-16	3	-1	0	14	-5	14
O=C(NCCC(=O)N1CCC2(CC1)NCCc1[nH]cnc12)c1ccc(F)c(F)c1	-5	21	-5	7	-3	11	10	-20
COc1ccc(NC(=O)CSc2nnc(Cc3ccccc3)c(=O)n2N)cc1	-11	29	6	-4	-7	13	-2	6
COc1cc(OC)c(C(=O)/C=C/c2ccccc2)c(O)c1O	12	3	10	-16	-6	16	-30	0
Cc1cc2nc(CSc3ccc(Cl)cc3)cc(=O)n2[nH]1	-2	-12	-8	2	3	2	-2	4
CCC1CCCCN1C(=O)CSc1nnc(CNC(=O)COc2ccc(Cl)cc2)o1 (configuration not stated)	-1	1	2	-11	0	-3	-3	1
O=C(COC(=O)Cc1cn2ccsc2n1)Nc1nc2ccccc2s1	-13	8	-6	-6	5	-6	3	-1
COc1ccc(C(=O)NNC(=O)c2cc3cccc(OC)c3oc2=O)cc1	4	3	-4	-5	-3	11	-5	2
CCn1cc(C(=O)OCC(=O)Nc2ccc(S(=O)(=O)N3CCCC3)cc2)c(=O)c2ccc(C)nc21	6	-1	-1	0	6	1	4	5
COc1ccc(S(=O)(=O)Nc2ccccc2C(=O)NC(C)(C)C)cc1OC	-1	17	6	-11	1	2	5	0
Cc1ccc(/C=C2/SC(=S)N(c3ccc(S(=O)(=O)Nc4nccs4)cc3)C2=O)cc1	-5	-1	18	-3	2	6	-39	-4
CCCN1C(=O)c2ccc(C(=O)Nc3nccs3)cc2C1=O	-3	11	9	4	-3	5	-13	-5
COc1ccc(C(=O)Nc2cccnc2Cl)cc1OC	-1	7	5	2	0	11	4	-6
S=C1CCC(c2ccc(Br)cc2)=NN1c1ccccc1	1	14	6	22	-4	20	-4	22
CC1(C)CCN(Cc2ccccc2)C1CC#N (configuration not stated)	-8	-8	0	-3	-6	20	8	8
c1ccc(-c2cc(N3CCCCCC3)n[nH]2)cc1	-7	-4	3	8	-5	4	16	7
CCCCN=C(NNc1ccc(Br)cc1)C(=O)OCC	0	-42	-4	-3	6	34	-9	7
CCc1c(C)nc(SCC(=O)N2CCCCC2CC)[nH]c1=O (configuration not stated)	2	-28	9	-3	2	6	-14	-12
Cc1cc(C(=O)NC2CC(C)(C)Cc3c2cnn3-c2ccccc2)n[nH]1 (configuration not stated)	8	-1	28	-5	-4	0	4	-12

Looked up by structure from the list above (2):
SMILES	Gli-Sufu antag	APJ antag	CXCR6 block	ATG4B inh	APJ agonist	CCR6 antag	UBC13 polyUb	EBI2 block
CCCCN=C(NNc1ccc(Br)cc1)C(=O)OCC	0	-42	-4	-3	6	34	-9	7
Cc1ccc(/C=C2/SC(=S)N(c3ccc(S(=O)(=O)Nc4nccs4)cc3)C2=O)cc1	-5	-1	18	-3	2	6	-39	-4

CCR6 antag, entries above that show a hit
SMILES,APJ antag,CXCR6 block,ATG4B inh,CCR6 antag,UBC13 polyUb,EBI2 block
Cc1[nH]n(-c2ccccc2)c(=O)c1/C=N/N1C(=O)c2cccc3cccc(c23)C1=O,18,52*,-16,74*,-23,2
